FXIIa mix inh – inhibitors of human coagulation factor XIIa, pooled mixtures | purified FXIIa, fluorogenic substrate | inhibition, % at 5 µM | hit rate 0.2% among 62,000;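 also: 0% = enzyme without compound and 100% = no enzyme blank; some results filed as inactive read as strong as hits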
Target sequence (P00748 20-372 limits assumed): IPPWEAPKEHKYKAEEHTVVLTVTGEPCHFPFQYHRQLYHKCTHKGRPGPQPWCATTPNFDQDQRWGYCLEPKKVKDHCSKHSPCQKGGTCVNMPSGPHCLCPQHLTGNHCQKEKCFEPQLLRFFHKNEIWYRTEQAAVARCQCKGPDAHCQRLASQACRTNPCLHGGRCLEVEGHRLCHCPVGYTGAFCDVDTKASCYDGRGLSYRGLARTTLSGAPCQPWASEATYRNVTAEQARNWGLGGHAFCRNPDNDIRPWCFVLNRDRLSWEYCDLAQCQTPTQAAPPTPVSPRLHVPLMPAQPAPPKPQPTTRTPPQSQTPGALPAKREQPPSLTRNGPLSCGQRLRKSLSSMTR
Target sequence (P00748 373-615 limits assumed): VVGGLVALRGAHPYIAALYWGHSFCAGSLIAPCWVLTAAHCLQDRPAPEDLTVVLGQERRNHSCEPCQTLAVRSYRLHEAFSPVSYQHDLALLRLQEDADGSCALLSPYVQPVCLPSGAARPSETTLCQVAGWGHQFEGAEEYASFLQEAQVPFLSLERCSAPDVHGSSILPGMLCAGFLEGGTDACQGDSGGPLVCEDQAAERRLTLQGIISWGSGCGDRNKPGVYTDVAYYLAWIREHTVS
Hsp90 inh – displaces geldanamycin probe from tumor Hsp90; P07900; NCI-N417 lysate Hsp90, Cy3B-geldanamycin FP displacement; inhibition, % at 30 µM; hit rate 0.35% among 64,000;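 active = inhibition above 50%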;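 also: 0% = tracer plus lysate wells and 100% = tracer alone without lysate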
JNK3 inh – blocks human JNK3 kinase activity. P53779. purified JNK3 kinase activity, HTS. inhibition, % at 8 µM. hit rate 0.61% among 60,000; in the data active = inhibition above about 17%;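 also: 0% = DMSO and 100% = reference inhibitor; many of its hits are not listed in these tables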
A340 absorber – compound absorbs light at 340 nm; compound absorbance at 340 nm, fold over control; fold change at 10 µM; 65,000 tested, under 10 active; AID 708;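 active = at 10 µM dose, initial 340 nm absorbance at least 2 fold that of control wells; inactive = change under 2 fold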;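 also: initial absorbance extrapolated from kinetic A340 decline of NADH oxidation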
DUSP1 inh – blocks human MKP-1 phosphatase activity; P28562; recombinant MKP-1, OMFP hydrolysis fluorescence; inhibition, %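 (compounds tested at a single concentration somewhere between 10 and 100 µM)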; hit rate 0.15% among 65,000; AID 374;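 active = inhibition above about 50%, limit read from the data; inconclusive = inhibition over screen mean plus 3 SD, below that limit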;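 also: 0% = DMSO max control wells and 100% = wells with enzyme stopped by NaOH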
Target sequence (P28562 whole entry, looked up): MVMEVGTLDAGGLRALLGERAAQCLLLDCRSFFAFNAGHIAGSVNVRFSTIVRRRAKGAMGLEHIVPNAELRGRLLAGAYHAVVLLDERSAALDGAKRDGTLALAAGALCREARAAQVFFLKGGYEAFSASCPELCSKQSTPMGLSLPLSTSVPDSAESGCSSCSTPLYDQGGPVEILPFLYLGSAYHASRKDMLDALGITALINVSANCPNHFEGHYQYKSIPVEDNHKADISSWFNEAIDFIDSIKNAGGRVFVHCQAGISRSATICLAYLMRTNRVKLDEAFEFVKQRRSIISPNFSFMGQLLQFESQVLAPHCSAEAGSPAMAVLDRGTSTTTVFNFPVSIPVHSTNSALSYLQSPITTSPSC
AP complement – orthogonal test for alternative complement pathway inhibitors; inhibition, % at 5 µM; hit rate 0.08% among 62,000; Human serum alternative complement pathway, LPS-coated ELISA, C3 deposition; tested in compound mixtures;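 active = inhibition above 30% in each of the two pooled mixtures holding the compound, so the lower value exceeds 30%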;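 also: 0% = serum in Mg-EGTA without compound and 100% = EDTA serum blank; some compounds past the cut are filed as inactive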
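Test system: human serum complement alternative pathway, C3 deposition onto LPS / Medium: Mg2+-EGTA GVB++ buffer containing human serum at 1:15 dilution / Probe or stimulus: Plate-bound LPS / Times: 1 h at 37 °C / Signal: ELISA with HRP anti-human C3 antibody, TMB substrate, absorbance 450 nm / Measure: percent inhibition / Repeats: two pool placements per compound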
Cdc25B block – human M-phase inducer phosphatase 2 inhibition; P30305; recombinant Cdc25B, OMFP fluorescence Ex485/Em525; inhibition, %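 (compounds tested at 10 µM final in the well)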; hit rate 0.1% among 65,000; AID 368; in the data active = inhibition above about 50%
FXIa mix inh – inhibitors of human coagulation factor XIa, pooled mixtures. P03951. purified FXIa, fluorogenic substrate. inhibition, % at 5 µM. hit rate 0.19% among 62,000. AID 680;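 also: each value is inhibition by a whole ten-compound pool holding the compound; 0% = enzyme with no mixture and 100% = wells lacking enzyme; strong numbers were not always called active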
MMP13 inh – MMP13 (human) collagenase inhibition | AID 570 | MMP-13 fTHP FRET cleavage, Mca fluorescence | P45452 | inhibition, % at 4 µM | hit rate 0.07% among 65,000;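 active = inhibition above the mean of compound-free control plate wells plus 3 SD, cut at about 14% in these data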;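 also: 0% = DMSO wells and 100% = wells with reference MMP-13 inhibitor after basal subtraction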
Numbers without * were called inactive; ? = inconclusive; . = not tested or not shown; [ ] = another dose, or the depositor's remark. Rule as the data show it, unless noted: active = inhibition above about 20% (passing the limit was not always enough); inactive = the rest.

#1 CCOC(=O)CCc1c(C)nc2cc(-c3ccc(Cl)cc3)[nH]n2c1=O
#2 COc1ccc(-c2nnc3ccc(SCC(=O)N4CCN(c5ccccc5)CC4)nn23)cc1
#3 Cc1ccc(S(=O)(=O)N2CCN(C)CC2)cc1-c1nnc2c3ccccc3c(C)nn12
#4 CCOC(=O)c1ccccc1NC(=O)c1c(F)c(F)c(F)c(F)c1F
#5 O=C(Nc1ccccc1C(=O)N1CCCCCC1)c1cccc(S(=O)(=O)N2CCOCC2)c1
#6 CC(=O)NC1(c2ccccc2)CCN(c2nc(C)cc(C)n2)CC1
#7 CCCCCOC(=O)c1[nH]c2c(c1C)C(=O)C(C(=O)OC)C(C)C2 (stereo not given)
#8 Cc1ccn2c(-c3csc(NCc4ccco4)n3)c(C)nc2c1
assay / entry	1	2	3	4	5	6	7	8
FXIIa mix inh	5	16	-1	5	5	12	-34	2
MMP13 inh	-19	-4	-3	1	2	-14	5	-3
JNK3 inh	-5	-1	-9	0	-6	5	.	1
AP complement	4	16	15	16	16	3	5	10
Cdc25B block	-7	-9	5	-4	7	-12	2	-13
FXIa mix inh	3	10	8	9	4	-1	7	3
A340 absorber	0.97	1	1	1	0.98	0.98	1	1.1
Hsp90 inh	-1	0	-8	0	0	-4	-6	-6
DUSP1 inh	-20	36	-6	2	-1	1	32	7

#9 OCCCc1nc2n(n1)C(c1ccccc1Cl)C=C(c1cccs1)N2 (stereo not given)
#10 CCN1CCN(Cc2nc3c(c(=O)n(C)c(=O)n3C)n2Cc2ccccc2Cl)CC1
#11 CC1CCN(C(=O)CSc2nnc(CNC(=O)COc3ccc(Cl)cc3)o2)CC1
#12 Cc1ccc2c(c1)NC(=O)C(CC(=O)NCCCN1CCN(c3cc(C)ccc3C)CC1)O2 (stereo not given)
#13 CN=C1c2ccccc2CN1c1cccc(C(=O)OC)c1
#14 COc1ccc(S(=O)(=O)N2CCCC2C(=O)Nc2nnc(-c3cccnc3)s2)cc1 (stereo not given)
#15 CCCCOCCCNC(=O)c1ccc(NC(C)=O)cc1
#16 CCc1nnc(NC(=O)CCC(=O)N2CCN(Cc3cc(F)ccc3OC)CC2)s1
assay / entry	9	10	11	12	13	14	15	16
FXIIa mix inh	5	4	13	3	-1	8	3	0
MMP13 inh	-84[fluorescence artefact?]	0	7	4	-3	-15	.	1
JNK3 inh	3	-7	.	2	1	-13	.	4
AP complement	13	3	10	22	3	10	-11	10
Cdc25B block	17	-7	4	-4	29	5	1	-3
FXIa mix inh	6	3	-7	4	4	6	-1	2
A340 absorber	1.1	1.1	1	1	1.1	1.1	0.99	1
Hsp90 inh	-3	3	-4	-1	-2	-4	2	-3
DUSP1 inh	8	5	19	-2	-1	25	0	1

#17 COc1ccc(CSc2nncn2N)cc1Br
#18 COc1ccc(-c2nc(CSCC(=O)N3CCN(C(=O)c4ccco4)CC3)c(C)o2)cc1OC
#19 CCOC(=O)C1CCN(C(=O)CCNC(=O)Cn2ccc3ccccc3c2=O)CC1
#20 Cc1ccnc(SCCn2c(N3CCCCC3)nc3c2c(=O)[nH]c(=O)n3C)n1
#21 Cc1c(C(=O)NCCCN2CCCC2=O)oc2ccccc12
#22 COC(=O)CNC(=O)c1cn(CC(C)C)c(=O)c2cc(OC)c(OC)cc12
#23 Cc1cc(NCCCN2CCOCC2)n2ncc(-c3ccc(Cl)cc3)c2n1
#24 CCOC(=O)N1CCC(NC(=O)COc2cc(=O)n(C)c3ccccc23)CC1
assay / entry	17	18	19	20	21	22	23	24
FXIIa mix inh	-3	1	10	2	3	0	2	0
MMP13 inh	1	8	0	0	0	-3	-71[fluorescence artefact?]	9
JNK3 inh	4	-5	.	7	-2	.	7	-7
AP complement	19	14	3	12	17	15	8	4
Cdc25B block	-16	-2	-3	0	-2	-6	-22	-3
FXIa mix inh	9	-6	4	6	-3	5	-8	9
A340 absorber	1	1.1	1.1	1	1	1	1	1.1
Hsp90 inh	-6	0	.	-2	-15	.	1	-3
DUSP1 inh	-6	15	-2	9	11	3	16	6

#25 O=C(CCN1CCCCCC1)Nc1ccc(F)c(F)c1
#26 CC1CCN(c2nnc(N3CCC(C)CC3)c3ccccc23)CC1
#27 CSc1nc(C)cc(OCC(=O)N2CCOCC2)n1
#28 Cn1c(=O)c2nc(NCc3ccccc3)cnc2n(C)c1=O
#29 CC1CCCC(N2CCN(C(=O)c3ccc(F)cc3)CC2)C1 (stereo not given)
#30 O=C(CSc1nnc(Cn2c(=O)sc3ccccc32)n1-c1ccccc1)Nc1nccs1
#31 COc1ccccc1-c1c(NC(=O)c2ccco2)n(-c2ccccc2)nc(C)c1=O
#32 COc1ccccc1N1CCN(C(c2cc3cc(C)ccc3[nH]c2=O)c2nnnn2C2CCCC2)CC1 (stereo not given)
assay / entry	25	26	27	28	29	30	31	32
FXIIa mix inh	5	-10	7	0	1	-1	-20	10
MMP13 inh	4	-8	-8	-11	-1	-2	6	0
JNK3 inh	-5	5	1	5	-1	0	-2	2
AP complement	8	18	4	9	19	-3	19	0
Cdc25B block	-11	-13	2	-18	-7	-5	1	7
FXIa mix inh	-5	7	-6	-3	1	-9	3	6
A340 absorber	1	1.1	0.97	0.99	1	0.97	1	1.1
Hsp90 inh	0	-4	-1	-4	-1	-2	4	0
DUSP1 inh	9	0	-7	8	0	15	21	?

#33 COCCn1nnnc1C(c1cc2ccc(OC)cc2[nH]c1=O)N1CCN(C2CCCCC2)CC1 (stereo not given)
#34 CCOC(=O)CC(=O)c1cc(OC)c(OC)c(OC)c1
#35 COC(=O)C1C(=O)c2c([nH]c(C(=O)OC3CCCCCC3)c2C)CC1C (stereo not given)
#36 O=C(Cn1ncc2c(=O)oc3ccccc3c21)NCCN1CCN(c2ccccc2F)CC1
#37 C=CCNC(=O)CN(c1ccc(F)c(Cl)c1)S(C)(=O)=O
#38 CCOc1ccc(-n2c(SCC(=O)Nc3ccc(OC)cc3)nc3c(c2=O)SCC3)cc1
#39 O=C(OCC(=O)N1CCOCC1)c1ccc2c(c1)OCCO2
#40 Cc1cc(=O)oc2cc(OCC(=O)N3CCCC(C)C3)ccc12 (stereo not given)
assay / entry	33	34	35	36	37	38	39	40
FXIIa mix inh	10	18	6	2	5	-8	-21	2
MMP13 inh	-5	-2	-1	-5	4	4	-1	-43
JNK3 inh	5	0	5	-6	-1	-1	5	6
AP complement	0	9	23	1	-5	7	-3	7
Cdc25B block	-5	2	2	-8	1	2	-6	3
FXIa mix inh	6	7	7	4	20	7	4	10
A340 absorber	1.2	0.99	1	1	1	1.1	1	1
Hsp90 inh	-5	2	-2	0	-3	2	1	-2
DUSP1 inh	13	-2	-7	22	1	28	-1	0

Record cards (already shown).
CCOc1ccc(-n2c(SCC(=O)Nc3ccc(OC)cc3)nc3c(c2=O)SCC3)cc1 in the list: FXIIa mix inh: -8; MMP13 inh: 4; JNK3 inh: -1; AP complement: 7; Cdc25B block: 2; FXIa mix inh: 7; A340 absorber: 1.1; Hsp90 inh: 2; DUSP1 inh: 28
CCOC(=O)CC(=O)c1cc(OC)c(OC)c(OC)c1 in the list: FXIIa mix inh: 18; MMP13 inh: -2; JNK3 inh: 0; AP complement: 9; Cdc25B block: 2; FXIa mix inh: 7; A340 absorber: 0.99; Hsp90 inh: 2; DUSP1 inh: -2
O=C(Cn1ncc2c(=O)oc3ccccc3c21)NCCN1CCN(c2ccccc2F)CC1 in the list: FXIIa mix inh: 2; MMP13 inh: -5; JNK3 inh: -6; AP complement: 1; Cdc25B block: -8; FXIa mix inh: 4; A340 absorber: 1; Hsp90 inh: 0; DUSP1 inh: 22

Following part
#41 COc1ccc(/C=N/c2nc3ccccc3n2C)cc1OC
#42 N#Cc1nc(-c2ccccc2Cl)oc1N1CCOCC1
#43 COC(=O)C1CCCN1C(C(=O)NC1CCCCC1)c1ccc(Cl)cc1 (stereo not given)
#44 Cn1c(-c2ccc(C(C)(C)C)cc2)n[nH]c1=S
#45 Cn1c(=O)oc2cc(S(=O)(=O)Nc3cccc(C(=O)O)c3)ccc21
#46 CN(C)c1nc(Oc2ccc(/C=N/O)cc2)nc(N(C)C)n1
#47 CC1=C(C(=O)OC2CCCCC2)C(c2ccco2)n2ncnc2N1 (stereo not given)
#48 Cc1ccc(C)c(N(C(=O)Cn2nnc(-c3cccs3)n2)C(C(=O)NC2CC2)c2ccc(C)o2)c1 (stereo not given)
assay / entry	41	42	43	44	45	46	47	48
FXIIa mix inh	11	4	-2	9	10	-1	6	-9
MMP13 inh	0	-34	3	-12	11	4	5	-4
JNK3 inh	1	-5	6	-5	-3	-8	2	-3
AP complement	9	9	0	4	-7	18	12	7
Cdc25B block	-7	2	-7	-5	-2	-3	-13	-7
FXIa mix inh	11	2	7	9	3	0	7	5
A340 absorber	1.1	1	1	0.99	0.97	1	1.1	0.98
Hsp90 inh	-5	-1	-1	-1	-6	-3	-5	-3
DUSP1 inh	6	0	-2	6	-20	-1	2	7

In the list so far, these have a thiophene ring, fused or not.
#9 OCCCc1nc2n(n1)C(c1ccccc1Cl)C=C(c1cccs1)N2 (stereo not given)
#48 Cc1ccc(C)c(N(C(=O)Cn2nnc(-c3cccs3)n2)C(C(=O)NC2CC2)c2ccc(C)o2)c1 (stereo not given)
assay / entry	9	48
FXIIa mix inh	5	-9
MMP13 inh	-84[fluorescence artefact?]	-4
JNK3 inh	3	-3
AP complement	13	7
Cdc25B block	17	-7
FXIa mix inh	6	5
A340 absorber	1.1	0.98
Hsp90 inh	-3	-3
DUSP1 inh	8	7

New compounds follow
#49 COc1ccc(C2C3=C(CCCC3=O)Nc3nc4ccccc4n32)cc1OC (stereo not given)
#50 COc1ccc(-c2nnnn2-c2ccccc2OC)cc1
#51 Cc1cnc(C(=O)OCC(=O)Nc2ccc(Cl)cc2)cn1
#52 CCCCNC(=O)Nc1cnn(CC)c1C(N)=O
#53 Cc1cccc2cc(C#N)c(NCCNS(=O)(=O)c3ccc4c(c3)OCCO4)nc12
#54 CCOC(=O)C(NC(=O)CC(C)C)(Nc1cc(C)on1)C(F)(F)F (stereo not given)
assay / entry	49	50	51	52	53	54
FXIIa mix inh	12	1	1	-17	2	-19
MMP13 inh	-9	-5	0	0	-80[fluorescence artefact?]	4
JNK3 inh	7	1	.	-3	6	3
AP complement	61	-7	15	17	0	9
Cdc25B block	-15	-5	-4	-3	-1	-2
FXIa mix inh	24	1	3	6	9	3
A340 absorber	1.2	1	1	1.1	1	1.1
Hsp90 inh	-2	-4	.	-7	1	-1
DUSP1 inh	23	-5	-3	23	15	-9
